# Assay outcomes: PubChem, several laboratories
# HRas wt GTP = human HRas wildtype GTP binding, change in either direction; GST-Ras wt beads, Bodipy-FL-GTP binding, flow cytometry; actives lie on both sides; P01112; GTP binding activity, % at 10 µM; 0.14% of 190,000 active;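 active = GTP binding activity at least 20% away from the 100% baseline, either lowered as inhibitor or raised as activator; inconclusive = flagged as likely green fluorescent, judged across all proteins in the well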;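 also: 0% = unlabeled GTP competition control and 100% = no-compound control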
# Target sequence (P01112 whole entry, looked up): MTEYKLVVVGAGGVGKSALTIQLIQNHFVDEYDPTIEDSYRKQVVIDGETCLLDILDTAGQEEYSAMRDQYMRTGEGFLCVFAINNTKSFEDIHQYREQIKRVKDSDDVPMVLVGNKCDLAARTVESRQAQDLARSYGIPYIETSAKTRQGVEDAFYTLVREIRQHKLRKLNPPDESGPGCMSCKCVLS
# Pf gamet viab = kills late stage P. falciparum gametocytes; P. falciparum stage V gametocytes, ATP luminescence, 24 h; inhibition, % at 10.9 µM; 0.065% of 150,000 active; AID 743093;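 active = inhibition above the mean plus 3 SD of compounds within the control limits, set per campaign, cut at about 38% in these data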;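 also: 0% = DMSO wells and 100% = medium only without gametocytes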
# Mcl1 Bid PPI = disrupts binding of human Mcl-1 to Bid peptide; Q07820; TR-FRET Mcl-1/Bid-Dy647 peptide binding, 1536-well; inhibition, % at 21.7 µM; 0.97% of 220,000 active;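 active = compounds that cut the binding signal by more than half at the single screening dose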;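 also: His-tagged Mcl-1 with europium anti-His antibody binding Bid BH3 peptide; 0% = Mcl-1 plus peptide wells and 100% = peptide-only wells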
# Target sequence (Q07820 whole entry, looked up): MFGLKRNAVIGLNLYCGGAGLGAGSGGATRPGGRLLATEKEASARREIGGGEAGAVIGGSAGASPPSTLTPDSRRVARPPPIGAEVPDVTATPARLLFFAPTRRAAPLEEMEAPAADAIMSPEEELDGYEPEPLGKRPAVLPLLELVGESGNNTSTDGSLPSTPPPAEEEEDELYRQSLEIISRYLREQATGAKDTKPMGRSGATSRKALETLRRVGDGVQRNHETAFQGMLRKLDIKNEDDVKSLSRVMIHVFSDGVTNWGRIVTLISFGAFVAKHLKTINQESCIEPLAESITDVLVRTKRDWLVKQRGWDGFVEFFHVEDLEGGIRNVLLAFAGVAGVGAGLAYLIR
# Rac1 mut GTP = modulators of GTP binding to human Rac1 activated mutant | P63000 | GST-Rac1 activated beads, fluorescent GTP binding, flow cytometry; actives lie on both sides; 100% means binding = to untreated wells | percent activity (GTP binding), % at 10 µM | 0.11% of 190,000 active;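 active = GTP binding at least 20 percentage points away from the 100% baseline, in either direction, so actives lie on both sides; inconclusive = Compound likely fluorescent itself, or too few beads counted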
# Mcl1 Noxa PPI = disrupts binding of human Mcl-1 to Noxa peptide. AID 1022. inhibition, % at 21.7 µM. TR-FRET Mcl-1/Noxa peptide binding, 2 h. 1.5% of 220,000 active. Q07820;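 active = compounds that cut the protein-peptide binding signal by more than 50% relative to plate controls in a single-dose test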;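 also: His-tagged Mcl-1 with rhodamine Noxa BH3 peptide and terbium anti-His antibody; 0% = Mcl-1 plus Noxa peptide wells and 100% = peptide-only wells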
# Mcl-1 Bim block = human Bim-Mcl-1 interaction inhibition; Q07820; Bead-based flow cytometry, Bim peptide-Mcl-1 binding; inhibition, % at 10 µM; 0.1% of 190,000 active; in the data active = inhibition above about 40%;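 also: 0% = no compound tracer wells and 100% = peptide blocker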
# Rab7 wt GTP bind = modulators of GTP binding to dog Rab7 wildtype GTPase; GST-Rab7 beads, fluorescent GTP binding, flow cytometry; actives lie on both sides; untreated = 100%, excess cold GTP = 0%; GTP binding activity (percent of control), % at 10 µM; 0.055% of 190,000 active; AID 758;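 active = fluorescent GTP binding to Rab7 beads changed by at least 20 points from the 100% baseline, either direction, mostly lower; inconclusive = compound itself probably fluorescent, or too few beads counted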;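 also: median green fluorescence of bound Bodipy-FL-GTP per Rab7 bead population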
# Rac1 wt modul = modulators of human Rac1 wildtype GTP binding | P63000 | GST-Rac1 beads, fluorescent GTP binding, flow cytometry; actives lie on both sides; 0 = cold GTP competed, 100 = untreated | GTP binding activity (% of control), % at 10 µM | AID 757 | 0.27% of 190,000 active;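 active = GTP binding activity at least 20 points away from the 100% control level, either lower or higher; inconclusive = compound flagged as likely green fluorescent, judged across all proteins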
# Cdc42 wt = human Cdc42 wildtype GTP binding change, either direction. AID 761. 0.2% of 190,000 active. percent activity (GTP binding), % at 10 µM. GST-Cdc42 beads, Bodipy-GTP binding, flow cytometry; actives lie on both sides. P60953;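 active = percent activity GTP binding at least 20 points away from the 100% baseline, either down as inhibitor or up as activator; inconclusive = compound flagged as likely green fluorescent from well-wide comparison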;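 also: median bead fluorescence of bound Bodipy-FL-GTP at 100 nM; 0% = excess unlabeled GTP control and 100% = no compound control; below 100% means less GTP binding so inhibitor and above means activator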
# RGS8-Gao reg = regulators of human RGS8-Galphao interaction | P09471 | multiplexed bead flow cytometry, RGS8-Galphao binding; actives lie on both sides | response (percent of control binding), % at 10 µM | 0.34% of 220,000 active | AID 1423; in the data active = response below about 60% or above about 140%; inactive = in between;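 also: Galphao activated as the GDP aluminium fluoride complex binding bead-coupled RGS8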
# Target sequence (P09471 whole entry, looked up): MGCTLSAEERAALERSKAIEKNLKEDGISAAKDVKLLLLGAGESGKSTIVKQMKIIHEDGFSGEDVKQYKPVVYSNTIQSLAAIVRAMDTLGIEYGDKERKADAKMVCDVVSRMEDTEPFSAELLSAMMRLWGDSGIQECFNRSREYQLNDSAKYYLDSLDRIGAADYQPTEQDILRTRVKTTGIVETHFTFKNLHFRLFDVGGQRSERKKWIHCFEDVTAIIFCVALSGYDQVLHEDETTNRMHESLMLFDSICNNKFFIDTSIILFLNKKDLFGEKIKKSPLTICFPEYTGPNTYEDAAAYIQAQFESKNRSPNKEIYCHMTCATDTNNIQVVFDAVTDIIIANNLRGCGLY
# Rab2A wt mod = changes GTP binding to wildtype dog Rab2A, up or down | GTP binding activity, % at 10 µM | GST-Rab2 wt beads, Bodipy-GTP binding, flow cytometry | P61105 | 0.19% of 190,000 active;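 active = GTP binding activity at least 20 points away from 100%, either lowered or raised; inconclusive = signal likely due to the compound's own green fluorescence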;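 also: 0% = beads with excess unlabeled GTP and 100% = no-compound control corrected for plate trend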
# Active calls of the source: *; ? = inconclusive; nt = no result given.
# Value order: HRas wt GTP	Pf gamet viab	Mcl1 Bid PPI	Rac1 mut GTP	Mcl1 Noxa PPI	Mcl-1 Bim block	Rab7 wt GTP bind	Rac1 wt modul	Cdc42 wt	RGS8-Gao reg	Rab2A wt mod
Cc1nn(-c2cccc(C(F)(F)F)c2)c(Cl)c1/C=N/n1cnnc1
  105	nt	-3	100	7	-2	104	107	102	100	101
O=C(O)C1C2C=CC(C2)C1C(=O)NCc1ccc(Cl)c(Cl)c1 (stereo not given)
  94	-15	-43	92	25	-5	95	90	93	80	90
O=C(Nc1ccc(N2CCOCC2)c(Cl)c1)c1ccc(F)cc1
  100	-4	3	100	-7	0	102	103	101	101	100
O=C1CN(C(=O)COC(=O)CCC(=O)c2ccc3c(c2)OCCO3)c2ccccc2N1
  102	nt	-4	99	-17	-4	97	102	106	100	103
Cc1cc(CN(C)Cc2ccc(OCC(O)CN(C)Cc3ccccc3)cc2)on1 (stereo not given)
  96	13	0	97	-6	0	95	96	96	99	98
CC1CN(C2=N/C(=C/c3ccc4c(c3)OCO4)C(=O)N2)CC(C)O1 (stereo not given)
  97	-23	-68	101	19	-3	99	103	97	102	97
CC(C)(C)c1ccc(C(=O)c2c[nH]c(C(=O)NCc3ccco3)c2)cc1
  103	0	-61	100	-4	0	100	102	103	116	101
Cc1nn(CC(=O)NCc2ccc(OC(C)C)cc2)c(=O)c2cc3occc3n12
  98	nt	-21	96	12	-3	102	103	100	100	98
COc1ccc(C(=O)C2CCCN(Cc3cnc(N4CCOCC4)s3)C2)c(OC)c1 (stereo not given)
  94	6	-26	94	-15	2	94	94	94	102	97
COC(=O)c1ccc(NC(=S)NC2CC3CCC2C3)cc1 (stereo not given)
  97	4	-57	99	26	-1	100	104	92	100	101
COc1ccccc1Cn1c(SCC(N)=O)nc2c(oc3ccccc32)c1=O
  96	-11	-11	94	5	-1	96	102	98	102	96
CC(CNCC1CCCO1)COc1ccccc1 (stereo not given)
  99	nt	15	98	-2	0	101	103	101	123	100
C1=C(c2ccccc2)CCN(c2nc3ccccc3n3cnnc23)C1
  97	nt	0	95	8	-4	100	100	101	103	100
Cc1ccc(NC(=S)NCc2cccs2)c(C)c1
  102	nt	-114	99	-24	-2	100	105	101	99	104
CC1CC(=S)Nc2ccccc2N1Cc1ccccc1 (stereo not given)
  100	nt	-59	100	24	-5	102	101	102	98	99
C/C(CC(=O)NCc1ccccc1)=N\NC(N)=S
  98	-3	-45	101	2	-1	94	101	103	97	97
COc1ccc(CC(=O)NCc2n[nH]c(=S)n2-c2ccc(Br)cc2)cc1
  100	-8	-66	94	8	-3	104	98	96	100	104
O=C(NCc1ccco1)C(c1ccncc1)N(C(=O)Cc1cccs1)c1ccccc1 (stereo not given)
  99	-12	-20	96	15	0	102	99	98	106	98
Cc1cc(C)nc(SCc2nnc(SCC#N)n2-c2cccc(Cl)c2)n1
  97	1	-6	95	0	-3	95	98	99	101	95
COc1cc([N+](=O)[O-])cc(/C=N/NC(=O)C(C)Nc2cccc(C)c2)c1O (stereo not given)
  96	5	-145	95	-39	-2	98	98	94	102	96
CCCCn1cnc2c([nH]c3cc(OC)ccc32)c1=O
  100	nt	-17	96	14	0	96	99	100	99	96
CCOC(=O)Cn1c(CN(Cc2ccccc2)Cc2ccccc2)nc2c1c(=O)[nH]c(=O)n2C
  102	-3	1	99	-24	0	105	101	101	97	102
CC(C)CC(NS(=O)(=O)c1cccc(C(=O)O)c1)C(=O)O (stereo not given)
  103	7	-4	99	16	-3	100	104	102	103	100
COc1ccc(N2C(=O)C(Cl)=C(NCc3ccccc3)C2=O)cc1
  99	10	-15	97	1	-1	98	100	101	98	97
CC1CCN(C(=S)Nc2ccc(F)cc2)CC1
  103	-18	-61	103	11	0	100	103	103	87	102
COc1cc(/C=N/NC(=O)C(N)=O)ccc1OC(=O)c1cccs1
  96	2	-39	97	7	0	99	100	99	101	96
CN(CCc1ccccn1)C(=O)CCC1CCCN(C(=O)NC2CCCCC2)C1 (stereo not given)
  96	-14	-32	96	-1	57*	96	96	100	97	100
O=C(COC(=O)c1ccccn1)Nc1ccccc1OC(F)F
  99	-7	-24	97	-5	0	105	101	97	92	100
Cc1ccc(C(C)(C)C)cc1S(=O)(=O)Nc1cccc(S(=O)(=O)NC2=NCCC2)c1
  97	nt	-22	95	9	-3	100	97	97	100	96
CCc1ccccc1N(CC(=O)N1CCN(c2ccc(F)cc2)CC1)S(C)(=O)=O
  98	-18	25	95	2	-5	97	96	99	104	96

# (continued)
# Value order: HRas wt GTP	Pf gamet viab	Mcl1 Bid PPI	Rac1 mut GTP	Mcl1 Noxa PPI	Mcl-1 Bim block	Rab7 wt GTP bind	Rac1 wt modul	Cdc42 wt	RGS8-Gao reg	Rab2A wt mod
CC(Oc1ccccc1)c1ccnc(N)n1 (stereo not given)
  96	-21	-10	96	-6	-7	96	102	99	102	98
COc1ccccc1NC(=O)c1ccc(NC(=O)CN(C)Cc2ccccc2F)cc1
  96	-4	-16	92	7	0	95	98	96	99	96
CCN(C(=O)COC(=O)COc1ccc2c(C)cc(=O)oc2c1)C1CCS(=O)(=O)C1 (stereo not given)
  95	5	-6	94	11	1	95	94	95	106	94
CCOc1ccc(/C=N/NC(=O)c2nnn(-c3nonc3N)c2-c2ccc(OCC)cc2)cc1
  102	-8	-26	102	12	0	98	101	103	101	102
Cc1ccc(S(=O)(=O)N2CCN(C(=O)c3ccccn3)CC2)cc1
  96	1	-1	98	15	0	98	98	101	98	96
COc1ccc(S(=O)(=O)N(C)CC(=O)NCc2ccco2)cc1
  104	nt	-18	100	1	-4	101	107	101	100	102
O=c1c2ccccc2nc(N/N=C/c2ccc(O)cc2)n1O
  96	nt	8	97	27	-16	98	98	101	97	95
C#Cc1ccc([C@H]2C=C(C(=O)N3CCOCC3)O[C@@H](OCc3ccc(CO)cc3)C2)cc1
  98	22	-4	99	-19	-3	105	101	97	102	97
CCCCN(C)C(=O)c1ccc2c(c1)N(CC)C(=O)c1ccccc1S2(=O)=O
  101	nt	-2	100	2	-2	97	104	101	105	102
CCCc1cc(N2CCN(c3ccccn3)CC2)n2nc(C)c(-c3ccccc3)c2n1
  96	22	-14	94	-28	0	92	97	98	105	96
CCCCc1nc(N2CCOCC2)c(C#N)c2c1COC(C)(C)C2
  103	16	-11	99	13	-8	101	100	103	99	102
CCOC(=O)c1c(NC(=O)c2ccc(N3C(=O)[C@@H]4[C@H](C3=O)[C@H]3C=C[C@@H]4C3)cc2)sc2c1CC(C)CC2 (stereo not given in full)
  103	-12	-8	98	-62	-4	104	103	101	102	101
O=C(C1CCN(CCCc2ccccc2)CC1)N(CCc1ccccc1)Cc1ccccc1
  103	5	29	104	19	-7	102	105	105	106	104
O=C(NCCN1C(=O)S/C(=C\c2cccs2)C1=O)c1ccco1
  98	-9	-53	96	3	1	107	96	95	98	98
Cc1ccc(F)cc1NC(=O)Cc1ncc(C(F)(F)F)cc1Cl
  101	-20	-7	99	4	-1	100	103	105	104	101
COc1ccccc1CNC(=O)COC(=O)c1n[nH]c2ccccc12
  98	nt	-21	99	6	-1	101	103	100	103	99
COc1ccc(-c2nnc(SC(C)C(=O)NNC(=O)c3ccc(C)cc3)o2)cc1 (stereo not given)
  100	nt	8	96	9	nt	101	100	96	98	97
COc1ccc(S(=O)(=O)Nc2ccccc2OC)cc1NC(=O)CC1CC2CCC1C2 (stereo not given)
  98	-4	-11	97	-12	-3	95	102	94	104	95
Cc1sc(NC(=O)c2cccs2)c(C(=O)OC(C)C)c1C
  99	nt	-1	98	-3	7	97	103	97	106	98
CCOC(=O)c1sc(=NC(=O)CCSc2ccccc2)n(C)c1C
  92	-29	-19	95	-16	1	92	90	104	99	94
COc1ccc(N2CCN(CC(=O)Nc3ccc(-n4cnnn4)cc3)CC2)cc1
  96	nt	-23	96	14	-4	100	101	99	101	97
CCOc1ccc(NC(=O)N(C2CCCCC2)C(C)c2ccncc2)cc1 (stereo not given)
  100	nt	-29	98	-6	-4	98	103	99	103	100
COc1cc(C=C(c2nc3ccccc3s2)c2nc3ccccc3s2)ccc1O
  102	-32	-4	101	24	-1	101	104	99	93	102
CCNC(=O)N1CCOCC1
  99	nt	-42	98	-16	4	102	99	100	102	99
COCc1cc(Sc2ccc(Cl)cc2)nc(C)n1
  96	nt	-18	96	1	0	99	97	97	101	96
Cc1c(/C(Cc2ccccc2)=N/O)c2ccccc2n1C
  101	nt	-24	99	5	-5	98	104	100	99	101
Cc1ccc(/C(N)=N/OC(=O)c2ccc(F)cc2)cc1
  96	nt	1	96	-10	12	96	94	93	95	96
Cc1c(/C=N/n2cnnc2)c2ccccc2n1CCOc1ccc(Cl)cc1
  99	nt	15	97	28	-6	97	99	96	103	96
O=C(CSc1nc(O)c(Cc2ccccc2)c(=O)n1-c1ccccc1)N1CCOCC1
  106	nt	-98	96	8	0	106	102	103	99	104
O=C(CNc1ccccc1OC(F)F)N1CCc2ccccc21
  98	-22	-10	92	6	0	103	98	96	104	95

# (further entries)
# Value order: HRas wt GTP	Pf gamet viab	Mcl1 Bid PPI	Rac1 mut GTP	Mcl1 Noxa PPI	Mcl-1 Bim block	Rab7 wt GTP bind	Rac1 wt modul	Cdc42 wt	RGS8-Gao reg	Rab2A wt mod
CC(=O)Oc1ccc(Oc2ccc(-c3noc(C)n3)cc2)cc1
  98	3	-18	92	18	-3	96	99	97	99	96
O=C(OCc1nc2ccc(Cl)cc2n1CCO)c1ccc(O)cc1
  96	-15	-22	95	29	0	98	99	97	105	97
COc1ccc(Cc2nnc(NC(=O)CSc3ccc(C)cc3)s2)cc1OC
  97	nt	-10	97	-3	-7	93	99	98	88	98
CC(C)(C)/C(O)=C/c1nc2ccccc2oc1=O
  98	-6	-20	98	2	0	101	99	95	96	97
Cc1ccccc1-c1nc(-c2ccc(NC(=O)c3ccc4c(c3)OCO4)cc2)no1
  95	-12	12	96	26	0	96	99	97	93	95
CCN(CC)S(=O)(=O)c1ccc(C(=O)Nc2nnc(C(C)C)s2)cc1
  ?	nt	15	?	18	0	?	?	?	101	?
Cc1ccc(OCC(=O)N2CCN(C(=O)CCC3CCCC3)CC2)cc1
  103	nt	-2	100	-7	0	103	107	105	101	101
CC(=O)NS(=O)(=O)c1ccc(N=c2ssc3c2-c2cc(C)ccc2NC3(C)C)cc1
  99	-18	-16	97	16	-1	98	103	98	103	97
Cn1c(=O)[nH]c(=O)c2c1nc(Sc1ccccc1)n2CCc1ccccc1
  99	nt	-10	100	-17	1	98	104	104	101	99
